Screens: PubChem BioAssay, several laboratories
eLon inh: inhibitors of E. coli Lon protease; P0A9M0; purified E. coli Lon protease, fluorescence polarization; inhibition, % at 7.94 µM; 0.42% of 360,000 active; in the data active = inhibition above about 13%, passing the limit was not always enough;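 note: 0% = enzyme with probe and DMSO and 100% = no enzyme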
SKN-1 inh: blocks SKN-1 activity in C. elegans. C. elegans VP596 Pgst-4::GFP/RFP ratio, acrylamide-induced, 24 h. inhibition, % at 21.8 µM. 0.49% of 360,000 active. AID 624304;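 active = interference check ratio from 0.5 to 1.5 plus GFP to RFP signal ratio inhibition reaching or exceeding a fixed threshold, cut at about 30% in these data, passing the limit was not always enough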; note: some compounds called inactive have numbers as strong as hits
PABP1 MLLE inh: blocks PAM2 peptide binding to the PABP1 MLLE domain; P11940; GST-MLLE / FITC-PAM2 fluorescence polarization; inhibition, % at 20 µM; 0.36% of 360,000 active; AID 588489; in the data active = inhibition above about 35%, passing the limit was not always enough;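 note: plate controls were DMSO wells with GST-MLLE for no effect and wells lacking GST-MLLE protein for full effect; some results filed as inactive read as strong as hits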
Target sequence (P11940 whole entry, looked up, the tested form may be a part): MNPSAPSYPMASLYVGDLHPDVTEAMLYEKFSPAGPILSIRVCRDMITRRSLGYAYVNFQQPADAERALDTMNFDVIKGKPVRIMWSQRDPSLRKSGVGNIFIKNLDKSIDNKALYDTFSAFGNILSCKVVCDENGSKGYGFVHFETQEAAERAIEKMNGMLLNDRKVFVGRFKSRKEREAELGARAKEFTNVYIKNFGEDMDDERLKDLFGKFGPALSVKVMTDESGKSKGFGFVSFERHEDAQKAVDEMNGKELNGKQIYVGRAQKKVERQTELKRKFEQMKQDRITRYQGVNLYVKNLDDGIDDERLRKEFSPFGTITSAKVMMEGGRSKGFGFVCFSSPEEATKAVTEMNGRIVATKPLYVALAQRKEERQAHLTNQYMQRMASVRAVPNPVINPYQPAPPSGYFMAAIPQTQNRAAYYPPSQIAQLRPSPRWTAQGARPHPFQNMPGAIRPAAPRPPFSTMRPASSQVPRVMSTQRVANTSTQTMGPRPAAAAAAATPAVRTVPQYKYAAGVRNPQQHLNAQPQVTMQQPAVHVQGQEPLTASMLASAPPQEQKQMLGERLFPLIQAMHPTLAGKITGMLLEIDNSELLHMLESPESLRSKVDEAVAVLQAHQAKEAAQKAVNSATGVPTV
FAS-TE inh: FAS thioesterase (human) inhibition; P49327; recombinant FAS-TE, OMFH fluorogenic substrate, fluorescence endpoint; inhibition, % at 15 µM; 0.67% of 360,000 active; AID 602261;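 active = compounds whose normalised, plate-corrected inhibition of enzyme fluorescence in the single-dose primary screen is 50% or more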;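 note: 0% = DMSO with enzyme and 100% = substrate without enzyme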
Neddylation inh: cullin neddylation inhibition | P61081+Q13564 | TR-FRET cullin neddylation, biochemical | calls only at 25 µM | 0.58% of 360,000 active | AID 651699; in the data active = inhibition above about 36%
bovine MsrA act: activates bovine MsrA enzyme | purified bovine MsrA, absorbance read-out | activation, % at 10.6 µM | 0.3% of 360,000 active | AID 602163; in the data active = activation above about 7.5%;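 note: 0% = vehicle and 100% = reference activator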
MT1-MMP act inh: inhibitors of human MT1-MMP activation; HT1080 RFP-PRO-GFP cells, GFP/RFP ratio fluorescence, overnight; percent of plate control window, DMSO zero; 0.061% of 360,000 active; GFP/RFP ratio change, % at 20 µM; AID 651647;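 active = GFP/RFP ratio change of at least 30% with cell ATP level not reduced by more than half and red fluorescence within 50% of control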; note: strong numbers were not always called active
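Test system: HT1080 cells expressing an RFP-PRO-GFP fluorescent reporter construct / Compound dosing: single-point 20 µM compound, 1% DMSO / Schedule: cells overnight before dosing, compound overnight, 37 °C, 5% CO2 / Evaluation: GFP/RFP fluorescence ratio / Control set: DMSO and RFP-L50D-GFP cell wells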
Rin1 Abl inh: inhibitors of human Rin1-Abl protein interaction. TR-FRET Rin1/Abl binding, biochemical. AID 588664. P00519+Q13671. 0.4% of 360,000 active. inhibition, % at 7.35 µM; in the data active = inhibition above about 5%, passing the limit was not always enough
CendR NRP1 mod: NRP-1/CendR interaction modulation. AID 602438. inhibition, % at 25 µM. 0.85% of 360,000 active. FAM-RPARPAR peptide binding to NRP-1, fluorescence polarization. O14786;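 active = inhibition or corrected inhibition above about 18%, plus a signal ratio from 0.5 to 1.5, limit read from the data, passing the limit was not always enough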; note: strong numbers were not always called active
Starred values were filed as active, the others as inactive; i = inactive; · = no result given; + = active, no number.

SMILES	eLon inh	SKN-1 inh	PABP1 MLLE inh	FAS-TE inh	Neddylation inh	bovine MsrA act	MT1-MMP act inh	Rin1 Abl inh	CendR NRP1 mod
Cc1ccc(SCc2[nH]nc3c2C(c2ccco2)C(C#N)=C(N)O3)cc1 (configuration not stated)	-4	5	18	-6	i	1	11	0	-4
CCCNc1nc(C)cc(-c2cc(C(=O)NCc3ccccc3)on2)n1	-3	7	0	4	i	-4	2	4	0
CN(C)CCNc1ncnc2oc(-c3ccccc3)c(-c3ccccc3)c12	6	8	0	2	i	-1	-7	0	7
CC1(C)CC(=O)C(C=Nc2ccc(C(=O)c3ccccc3)cc2N=CC2=C(O)CC(C)(C)CC2=O)=C(O)C1	13*	-3	3	11	i	-12	-121	9	7
Cc1ccc(S(=O)(=O)n2ccc(=O)[nH]2)cc1	2	-2	17	-9	i	-2	3	4	2
Cc1cc(C)nc(SCC(=O)Oc2ccc3oc(=O)cc(C)c3c2)n1	-2	-13	17	0	i	-2	1	-4	3
COc1ccc(CCNC(=O)c2cccnc2SC)cc1	-6	5	18	-4	i	1	-2	-5	2
CC1(C(=O)NS(=O)(=O)c2ccccc2Cl)CCN1C(=O)CCc1cccs1 (configuration not stated)	-1	6	22	-10	i	-4	-1	-4	-2
CC(C)CNS(=O)(=O)c1ccc(S(=O)(=O)N2CCCN(Cc3ccccc3)C2)cc1	2	-5	-9	-1	i	-2	0	1	0
Cc1ccc(C(C)C)cc1OCC(=O)Nc1ccc(N2CCCCC2)cc1	-12	-5	9	20	i	-3	0	1	-7
COc1cccc(C2NC(=O)NC(C)=C2C(=O)OCCSC)c1OC (configuration not stated)	-3	15	-1	-8	i	0	1	4	4
Cc1ccc(Cn2nnc3c(=O)n(Cc4ccccc4C)cnc32)cc1	-10	6	-8	-9	i	-1	11	0	-3
CC(=O)O[C@H](CC(=O)O)C[N+](C)(C)C	-2	11	2	-3	i	-5	0	1	-3
CCN(CC(=O)Nc1c(F)cccc1F)C(=O)c1ccc(Sc2nncn2C)c([N+](=O)[O-])c1	-1	5	-4	-8	i	-3	6	-4	11
C/C(N)=C(/C#N)C(=O)COc1ncnc2ccccc12	-6	-9	17	-7	i	-4	-2	3	12
CCC(C)c1ccc(OCC(=O)Nc2ccc(CN3CCOCC3)cc2)cc1 (configuration not stated)	4	17	-7	1	i	2	2	1	3
Cc1cc(C(=O)COC(=O)Cc2c(F)cccc2Cl)c(C)n1C	8	-12	-9	-5	i	-2	-1	-2	-7
Cc1nn(C)cc1S(=O)(=O)Nc1cccc(Cl)c1	-5	0	9	-1	i	-4	2	-1	-3
Cc1nc(-c2ccccc2)sc1-c1nnc(C2CC2)o1	-2	24	-7	-4	i	-5	-1	-7	6
Cn1cc(Br)c(C(=O)Nc2nccs2)n1	-19	9	11	-16	i	-4	-1	2	0
O=C(O)c1ccc(C(=O)Nc2cccc3ccccc23)c(C(=O)O)c1	7	15	-4	-3	i	4	1	-2	25*
Cc1ccc(CNC(=O)CCn2c(=O)oc3ccccc32)cc1	-8	-2	-4	-4	i	-5	-2	-2	-6
CCOc1ccc(C(=O)COC(=O)c2c(-c3ccccc3)noc2C)cc1	8	7	-27	30	i	2	-2	4	8
Cc1sc(=NC(=O)c2ccco2)n(C)c1-c1ccc(F)cc1	3	17	3	-2	i	-4	3	-2	24
CCOC(=O)c1sc(=S)n(-c2ccccc2OC)c1N	-2	14	16	-11	i	8.4*	5	-1	13

Reformatted: entries from further up.
| compound | eLon inh | SKN-1 inh | PABP1 MLLE inh | FAS-TE inh | Neddylation inh | bovine MsrA act | MT1-MMP act inh | Rin1 Abl inh | CendR NRP1 mod |
| --- | --- | --- | --- | --- | --- | --- | --- | --- | --- |
| CCC(C)c1ccc(OCC(=O)Nc2ccc(CN3CCOCC3)cc2)cc1 (configuration not stated) | 4 | 17 | -7 | 1 | i | 2 | 2 | 1 | 3 |
| Cc1cc(C(=O)COC(=O)Cc2c(F)cccc2Cl)c(C)n1C | 8 | -12 | -9 | -5 | i | -2 | -1 | -2 | -7 |
| Cc1nn(C)cc1S(=O)(=O)Nc1cccc(Cl)c1 | -5 | 0 | 9 | -1 | i | -4 | 2 | -1 | -3 |
| Cc1nc(-c2ccccc2)sc1-c1nnc(C2CC2)o1 | -2 | 24 | -7 | -4 | i | -5 | -1 | -7 | 6 |
| Cn1cc(Br)c(C(=O)Nc2nccs2)n1 | -19 | 9 | 11 | -16 | i | -4 | -1 | 2 | 0 |

The listing continues.
SMILES	eLon inh	SKN-1 inh	PABP1 MLLE inh	FAS-TE inh	Neddylation inh	bovine MsrA act	MT1-MMP act inh	Rin1 Abl inh	CendR NRP1 mod
COc1cc2c(cc1OC)C(C)N(C(=O)c1cccs1)CC2 (configuration not stated)	4	4	3	-3	i	-2	3	-5	1
O=C1OCCN1C(=O)[C@H]1[C@H](c2ccc(F)cc2)C(c2cccc(Cl)c2)=NN1c1ccccc1	3	6	-9	59*	·	-1	3	0	7
Cc1cc(=O)[nH]c(SCC(=O)Nc2ccc(N3CCCCC3)cc2)n1	-11	15	17	-12	i	-3	3	5	-8
CCc1cccc(NS(=O)(=O)c2ccc3c(c2)NC(=O)CC(=O)N3)c1	1	11	22	-3	i	-2	3	-1	6
COC(=O)[C@]1(CC(C)C)N[C@H](c2ccc(-c3ccc(C(C)=O)cc3)cc2)[C@@H]2C(=O)N(C)C(=O)[C@@H]21	2	-7	0	-7	i	-1	0	-1	6
Nn1cc(-c2ccccc2)nc1SCC(=O)NCCN1C(=O)CSC1=O	-5	1	27	-5	i	-5	0	2	8
CCCCOCCCN1CC(=O)N2C(C)c3[nH]c4ccccc4c3C[C@H]2C1=O (some centres not stated)	0	15	-6	4	i	-1	7	5	-2
Cc1cc(C)n2nc(SCC(=O)c3cc(C)n(CC4CCCO4)c3C)nc2n1 (configuration not stated)	-12	-3	13	-2	i	0	1	1	-3
Cn1c(=O)c2cc(NCc3ccccc3)nnc2n(C)c1=O	-2	22	23	-6	i	0	18	-6	10
O=C(NCCO)c1cccc(-c2cnc3c(Nc4cccc(OC(F)(F)C(F)F)c4)nccn23)c1	-2	23	1	18	i	-2	8	0	-8
Cc1ccc(/C=c2\sc3nc(-c4cccs4)nn3c2=O)o1	-12	16	-12	-8	i	0	-7	-2	-51
C/C(=N\NC(=S)NC1CCCCC1)c1ccc(O)cc1	5	0	34	12	i	-10	1	5	5
Nc1nnc(SCc2coc(-c3ccc(Cl)cc3)n2)s1	-4	-8	-2	-3	i	-2	-2	3	-5
NS(=O)(=O)c1ccc(N2CCN(C(=O)C3COc4ccccc4O3)CC2)nc1 (configuration not stated)	-5	-1	-1	-3	i	-6	0	3	8
CC1CN(C(=O)CCC(=O)N2CCCCC2)c2cc(Cl)ccc2O1 (configuration not stated)	-11	16	-3	3	i	-3	0	2	2
COc1cccc(CNC(=O)CNS(=O)(=O)c2ccc(Br)s2)c1	3	0	6	-3	i	-10	1	-1	7
Cc1ccc(NC(=O)CSc2n[nH]c(-c3cccnc3)n2)c(Br)c1	5	-4	-15	-18	i	-3	-1	5	9
CCc1ccccc1NC(=O)CNC(=O)c1cc(C2CC2)nc2c1cnn2C(C)C	-2	10	-1	9	+	-9	2	1	0
CC(=O)c1ccc(NC(=O)CSC2=NS(=O)(=O)c3cc(Cl)ccc3N2)cc1	2	2	2	2	i	-2	0	-1	-2
Cc1cc2oc3c(c(=O)c2cc1C)C(c1ccc(C(C)C)cc1)N(CCCN1CCOCC1)C3=O (configuration not stated)	0	14	-8	50	i	-1	0	-3	-5
COc1ccccc1CCNC(=O)C1CCC(=O)N(C2CCCCCC2)C1 (configuration not stated)	-4	12	-2	-4	i	-3	1	-2	8
O=C(CN1C(=O)COc2ccccc21)N(CCCN1CCOCC1)CC1CC=CCC1 (configuration not stated)	-9	14	6	-8	i	3	3	-2	0
CC(Oc1ccc(Br)cc1)C(=O)NC1CCCCCC1 (configuration not stated)	-4	-1	4	16	i	-8	7	0	18
CC(=O)C1=C(C)Nc2ncnn2C1c1ccccc1Cl (configuration not stated)	5	10	-9	-9	i	-2	0	2	3
CCOC(=O)c1c(NC(=O)CSc2nnc(Cc3ccccc3)o2)sc(C(C)=O)c1C	6	3	-10	29	i	-11	-6	-18	-2

Some of these compounds in order of their number in SKN-1 inh, high to low:
Compound,eLon inh,SKN-1 inh,PABP1 MLLE inh,Neddylation inh,bovine MsrA act,MT1-MMP act inh,Rin1 Abl inh,CendR NRP1 mod
CC(=O)C1=C(C)Nc2ncnn2C1c1ccccc1Cl (configuration not stated),5,10,-9,i,-2,0,2,3
COc1cccc(CNC(=O)CNS(=O)(=O)c2ccc(Br)s2)c1,3,0,6,i,-10,1,-1,7
CC(Oc1ccc(Br)cc1)C(=O)NC1CCCCCC1 (configuration not stated),-4,-1,4,i,-8,7,0,18

Next compounds:
SMILES	eLon inh	SKN-1 inh	PABP1 MLLE inh	FAS-TE inh	Neddylation inh	bovine MsrA act	MT1-MMP act inh	Rin1 Abl inh	CendR NRP1 mod
CC(=O)c1cccc(NC(=O)c2ccccc2N(C)S(=O)(=O)c2ccc(C)cc2)c1	-1	6	-6	7	i	-4	-1	-1	-2
O=C(CCn1c(=O)oc2cc(Cl)ccc21)Nc1ccc(N2CCOCC2)cc1	-5	4	-1	-2	i	-1	-1	1	13
Nc1ccccc1C(=O)NC1CCCCNC1=O (configuration not stated)	5	7	3	-5	·	-1	6	1	8
CCc1ccc(NC(=O)C(C)OC(=O)/C=C/c2ccc(O)c(OC)c2)cc1 (configuration not stated)	14	-3	-9	3	i	2	8	-2	7
NC(=O)c1snnc1-c1ccccc1	2	-15	-2	-5	i	-3	1	-4	-3
Cc1cc(=O)oc2cc(OC(C)C(=O)NCCCN3CCCC3=O)c(Cl)cc12 (configuration not stated)	-8	-4	-3	-1	i	-8	1	4	7
Cc1ccc(OC(=O)c2ccccc2C(=O)OCC(F)(F)C(F)F)cc1	-6	-1	-2	26	i	1	9	5	-23
Cc1ccc2cc(/C=N/Nc3ccc(C(=O)O)cc3)c(Cl)nc2c1	-5	-5	-35	2	·	-7	12	-2	-73
O=C(CSc1n[nH]c(-c2cccs2)n1)NCc1cccs1	-6	9	-23	-9	i	-3	3	-2	7
O=C(Nc1ccnc(-c2cccnc2)n1)c1cccc(Cl)c1Cl	7	-3	1	12	i	0	-1	-1	2
CC(=O)N1CCc2cc(S(=O)(=O)CCC(=O)N3CCN(c4ccccc4F)CC3)ccc21	-7	17	7	-2	i	-2	2	4	12
COC(C(=O)Nc1ccc(F)cc1)c1ccccc1 (configuration not stated)	10	5	-2	-8	i	-4	-3	1	-5
CC12CCC(C(=O)NCCCN3CCOCC3)(OC1=O)C2(C)C (configuration not stated)	6	4	16	-7	i	-1	8	-1	-6

Reprinted at random: 3 records from the list
SMILES	eLon inh	SKN-1 inh	PABP1 MLLE inh	FAS-TE inh	Neddylation inh	bovine MsrA act	MT1-MMP act inh	Rin1 Abl inh	CendR NRP1 mod
O=C(Nc1ccnc(-c2cccnc2)n1)c1cccc(Cl)c1Cl	7	-3	1	12	i	0	-1	-1	2
CC12CCC(C(=O)NCCCN3CCOCC3)(OC1=O)C2(C)C (configuration not stated)	6	4	16	-7	i	-1	8	-1	-6
NC(=O)c1snnc1-c1ccccc1	2	-15	-2	-5	i	-3	1	-4	-3
